# Screening results (PubChem)
# EPAC1 ag – qHTS for Agonist of cAMP-regulated guanine nucleotide exchange factor 3 (EPAC1): primary screen; EPAC1 agonist qHTS, biochemical assay; response scale: 100% = response to 6.5 mM cAMP; Potency, µM (titrated, usually from 154 µM), inactives show at the highest dose activation, usual class: activators; 0.073% of 360,000 active; AID 720707, 2013; further: potency means the concentration at half of the fitted maximal effect; nearly all actives have a fitted effect of over 60% in size
#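 Nucleotide exchange assay: 100 nM EPAC1 with 250 nM Rap1B loaded with BODIPY-GDP and 50 uM GDP, room temperature. Fluorescence (480/540 nm) read every 5 min for 30 min; signal change normalized to 6.5 mM cAMP as full agonist.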
# EPAC2 antag – qHTS for Antagonist of cAMP-regulated guanine nucleotide exchange factor 2 (EPAC2): primary screen; Rap guanine nucleotide exchange factor 4 (Homo sapiens), Q8WZA2; EPAC2 GEF exchange of Rap1B-BODIPY-GDP, fluorescence; Potency, µM (series often up to 114 µM), without a hit: at the highest dose activity, negative = inhibition, hits mostly inhibitors; 0.18% of 360,000 active; further: potency means the concentration at half of the fitted maximal effect; on the % scale 0 is the no-effect control and ±100 the full control effect; nearly all actives have a fitted effect of over 45% in size; many of its hits are not listed in these tables
# PI5P4K alpha inh – qHTS for Inhibitors of phosphatidylinositol 5-phosphate 4-kinase (PI5P4K). PI5P4Kalpha enzyme, ADP-Glo luminescence, 60 min; stronger effect = lower value. Phosphatidylinositol 5-phosphate 4-kinase type-2 alpha (Homo sapiens), P48426. max response, %. 1.2% of 330,000 active; active means max response of -50% or lower; inconclusive means between -30% and -50%; inactive means -30% or higher; further: value at the top dose of about 77 µM; on the % scale 0 is the no-effect control and ±100 the full control effect
#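 Luminescence from ADP-Glo served as readout of PI5P4Kalpha activity in a qHTS format. Reaction: enzyme, substrate, compound, ATP at 5 microM final, 60 min at RT.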
# Mm-Cpn inhibitor – Inhibitors of TCP-1 ring complex (TRiC) of Methanococcus maripaludis (MmCpn): qHTS; Chaperonin Mm-Cpn (Methanococcus maripaludis); purified Mm-Cpn ATPase, ADP Transcreener TR-FRET; Potency, µM (top dose mostly 76.9 µM), without a hit: at the top dose activity, negative = inhibition, actives largely listed as inhibitors; 0.031% of 330,000 active; AID 504842, 2011; further: potency means the concentration at half of the fitted maximal effect; on the % scale 0 is the no-effect control and ±100 the full control effect; nearly all actives have a fitted effect of over 80% in size
#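 Measured: ADP formation by purified Mm-CPN. Conditions: 25 nM protein, 10 uM ATP, Tris pH 7.4 with Mg2+, K+ and DTT, 37°C for 30 min. Detection: Transcreener HTRF after 30 min at room temperature.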
# WRN helicase inh – qHTS for Inhibitors of WRN Helicase. Bifunctional 3'-5' exonuclease/ATP-dependent helicase WRN (Homo sapiens), Q14191. WRN helicase unwinding, fluorescent forked duplex, kinetic. Potency, µM (titrated, usually from 114 µM), without a hit: at the highest dose activity change, negative = inhibition, hits mostly inhibitors. 0.46% of 360,000 active. AID 651768, 2012; further: potency means the concentration at half of the fitted maximal effect; on the % scale 0 is the no-effect control and ±100 the full control effect; nearly all actives have a fitted effect of over 55% in size
# Target sequence (Q14191 whole entry, looked up): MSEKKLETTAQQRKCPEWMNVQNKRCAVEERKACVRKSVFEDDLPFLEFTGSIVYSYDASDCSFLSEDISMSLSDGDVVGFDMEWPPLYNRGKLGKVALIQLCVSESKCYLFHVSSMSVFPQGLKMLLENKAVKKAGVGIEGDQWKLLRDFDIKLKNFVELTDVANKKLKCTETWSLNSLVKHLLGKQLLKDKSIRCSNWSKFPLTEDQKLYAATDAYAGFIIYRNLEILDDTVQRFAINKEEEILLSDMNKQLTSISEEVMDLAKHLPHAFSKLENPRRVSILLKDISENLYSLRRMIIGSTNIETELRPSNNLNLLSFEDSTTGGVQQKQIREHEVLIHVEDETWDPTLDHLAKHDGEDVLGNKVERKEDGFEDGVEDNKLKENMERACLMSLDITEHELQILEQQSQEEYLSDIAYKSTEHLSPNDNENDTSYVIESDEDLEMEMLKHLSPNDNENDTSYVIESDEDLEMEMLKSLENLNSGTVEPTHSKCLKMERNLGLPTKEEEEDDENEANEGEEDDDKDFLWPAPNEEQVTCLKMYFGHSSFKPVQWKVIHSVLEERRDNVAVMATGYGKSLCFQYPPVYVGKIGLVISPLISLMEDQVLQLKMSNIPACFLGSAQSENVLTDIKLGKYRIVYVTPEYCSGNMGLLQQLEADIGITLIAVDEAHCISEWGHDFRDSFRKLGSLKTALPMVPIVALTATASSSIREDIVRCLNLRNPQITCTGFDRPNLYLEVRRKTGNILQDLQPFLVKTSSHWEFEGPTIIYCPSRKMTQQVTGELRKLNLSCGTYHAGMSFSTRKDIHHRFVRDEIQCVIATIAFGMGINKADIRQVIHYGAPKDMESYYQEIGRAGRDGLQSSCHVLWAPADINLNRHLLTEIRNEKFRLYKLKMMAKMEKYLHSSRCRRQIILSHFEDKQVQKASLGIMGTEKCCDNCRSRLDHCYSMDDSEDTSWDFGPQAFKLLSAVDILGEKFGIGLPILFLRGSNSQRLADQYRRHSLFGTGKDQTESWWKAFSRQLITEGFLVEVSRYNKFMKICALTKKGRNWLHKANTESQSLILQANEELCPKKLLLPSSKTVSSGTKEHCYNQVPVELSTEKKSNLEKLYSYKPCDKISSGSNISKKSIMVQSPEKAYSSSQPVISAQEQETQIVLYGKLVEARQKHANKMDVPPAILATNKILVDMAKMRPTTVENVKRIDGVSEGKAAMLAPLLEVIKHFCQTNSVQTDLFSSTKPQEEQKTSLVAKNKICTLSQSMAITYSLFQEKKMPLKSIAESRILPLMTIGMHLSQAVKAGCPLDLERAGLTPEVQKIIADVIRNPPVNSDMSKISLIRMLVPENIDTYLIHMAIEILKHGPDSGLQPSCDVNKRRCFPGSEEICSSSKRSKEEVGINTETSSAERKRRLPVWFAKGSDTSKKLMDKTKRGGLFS
#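 Kinetic red-fluorescence monitoring (525/598 nm) tracks WRN helicase activity after 100 nM fluorophore-quencher forked duplex and 2 mM ATP are added to 20 nM enzyme pretreated 15 min at room temperature with compound.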
# PLK1 PBD block – qHTS for Inhibitors of PLK1-PDB (polo-like kinase 1 - polo-box domain): Primary Screen. Serine/threonine-protein kinase PLK1 (Homo sapiens), P53350. Plk1 PBD binding of FITC phosphopeptide, fluorescence polarization. Potency, µM, without a hit: max response, negative = inhibition, actives largely listed as inhibitors. 2.8% of 360,000 active. AID 720504, 2013; further: potency means the concentration at half of the fitted maximal effect; series mostly up to about 57 µM; on the % scale 0 is the no-effect control and ±100 the full control effect; nearly all actives have a fitted effect of over 65% in size
# CCT chaperon mod – High-Throughput Screening for Modulators of Cytosolic Chaperonin Activity. AID 651819, 2012. activity change, % (no concentration beside the values), hits read low. purified chaperonin ATPase assay, HTRF ADP detection, 30 min. 0.3% of 360,000 active; in the data active means activity change below about -30%; further: on the % scale 0 is the no-effect control and ±100 the full control effect
#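 Nucleotide hydrolysis assay: TRiC at 20–40 nM final (set by batch activity) with 10 uM ATP, 30 min at 37 °C, in presence of 76 uM compound. Detection by competitive ADP HTRF, 30 min ambient.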
# EPAC1 antag – qHTS for Antagonist of cAMP-regulated guanine nucleotide exchange factor 3 (EPAC1): primary screen; Rap guanine nucleotide exchange factor 3 (Homo sapiens), O95398; EPAC1 GEF assay, Rap1b-BODIPY-GDP exchange fluorescence; Potency, µM (top dose mostly 115 µM), inactives show top-dose activity change, negative = inhibition, most hits filed as inhibitors; 0.14% of 360,000 active;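 further: potency means the concentration at half of the fitted maximal effect; plate controls were vehicle for no effect and positive control for full effect; nearly all actives have a fitted effect of over 50% in size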
# * hit, by the source's call; ? = inconclusive; · = no result given; [ ] = another dose, or the depositor's remark. Unless noted, the call rests on the fitted dose curve; in most records, active means well fitted curve in the direction sought with a large enough effect; inconclusive means small, poorly fitted or top-dose-only effect, or another doubt; inactive means no such curve, though single readings can be large; an effect the other way counts as inactive or inconclusive. An excerpt; rates above refer to the full screens.
SMILES,EPAC1 ag,EPAC2 antag,PI5P4K alpha inh,Mm-Cpn inhibitor,WRN helicase inh,PLK1 PBD block,CCT chaperon mod,EPAC1 antag
CC(C)N1CCC(N2CCN(CCCc3ccccc3)CC2CCO)CC1 (configuration not stated),4%,27%,4,0%,-6%,-6%,1.3,-9%
CCOc1c(Cl)cc(/C=C/C(=O)N(CC)CC(=O)Nc2ccc(NC(C)=O)cc2)cc1OC,6%,-7%,0,-2%,-7%,-3%,0.5,-15%
N/C(=N\OC(=O)Nc1ccc(Cl)cc1)c1ncc(C(F)(F)F)cc1Cl,-1%,10%,13,0%,-15%,-11%,0.8,8%
CCCNC(=O)CSc1nnc(NC(=O)C2CC(=O)N(c3ccccc3OC)C2)s1 (configuration not stated),3%,-16%,?,·,0%,?,1.2,11%
CCCCCOC(=O)C1=C(C)NC(=O)NC1c1ccc(N(C)C)cc1 (configuration not stated),10%,-11%,0,0%,-4%,4%,-0.3,-3%
O=P(OC1CCS(=O)(=O)C1)(c1ccccc1)c1ccccc1 (configuration not stated),-9%,5%,-3,-1%,7%,1%,0.4,11%
OC(CCN1CCC2(CC1)OCCO2)C(F)(F)F (configuration not stated),2%,-10%,1,3%,-25%,-17%,-0.8,0%
FC(F)(F)c1cccc(OCCOCCn2cncn2)c1,2%,-1%,5,1%,-4%,-6%,-8.2,-10%
CC(C)CCN1CCN(Cc2cnc(N3CCCC3)s2)CC1CCO (configuration not stated),-6%,6%,3,0%,-3%,-10%,-3.4,4%
CCN1CNC(=S)N(CCc2ccccc2)C1,-1%,3%,1,-18%,5%,-8%,3.3,-6%
COc1ccc(-c2nc3c(c(=O)[nH]c(=O)n3Cc3ccccc3)n2Cc2ccccc2)cc1,3%,-2%[57.1 µM],4,0%,-3%,-1%,0.5,-26%
O=c1cc(CN2CCN(Cc3ccccc3)CC2)c2cc(O)ccc2o1,4%,-8%,5,0%,-5%,-1%,-0.4,-17%
COc1ccc2c(CC(=O)OCC(=O)NC(=O)c3cccn3C)coc2c1,-7%,10%,1,0%,-19%[57.1 µM],-14%,1.4,11%
COCCn1cnnc1SCC(=O)Nc1cccc(S(=O)(=O)N2CCCCCC2)c1,-3%,14%,2,0%,-5%,-1%,1.1,1%
COC(=O)/C(=C\Nc1ccc(Cl)cc1Cl)NC(=O)c1ccccc1,-14%,3%,-6,·,6%,-2%,-3.4,-11%
COc1ccc(CC(=O)NCCS(=O)(=O)N2CCN(c3ccccc3OC)CC2)cc1,5%,23%,2,1%,4%,-5%,2.0,23%
Cc1ccc(N2CC(C(=O)N/N=C/c3cccc([N+](=O)[O-])c3)CC2=O)cc1 (configuration not stated),0%,1%,3,-2%,-1%,-3%,-0.7,-7%
C=CCNC(=O)c1cnn(-c2ccccc2)c1-c1ccccc1,5%,0%,3,0%,6%,-13%,0.6,-3%
CC(C)N(C(=O)COC(=O)c1ccc(O)cc1)C(C)C,7%,7%,-1,-9%,4%,-14%,-1.1,-5%
CN1CCN(CC(=O)N(C)c2nc(-c3ccccc3)cs2)CC1,-5%,8%,-4,0%,-12%,-8%,-12,0%
COc1cccc(CNC(=O)CN2CCC(c3nc4ccc(C)cc4[nH]3)CC2)c1,7%,-2%,-6,0%,-4%,-8%,-1.1,-7%
Cc1ccc(SCC(=O)NNC(=O)c2ccccc2)c(C)c1,-1%,-1%,2,3%,12%,-7%,-0.5,6%
COc1ccc(C(=O)Nc2cccc(NC(=O)c3cccs3)c2)cc1OC,25%,-6%,4,0%,2%,-8%,-0.5,6%
O=C(c1cc(-c2cccc(Cl)c2)on1)N1CCN(c2ccccc2)CC1,-4%,?,11,-1%,4%,-16%,-1.3,?

# Filtered by structure, the entries above containing an NH in an aromatic ring (two)
SMILES,EPAC1 ag,EPAC2 antag,PI5P4K alpha inh,Mm-Cpn inhibitor,WRN helicase inh,PLK1 PBD block,CCT chaperon mod,EPAC1 antag
COc1ccc(-c2nc3c(c(=O)[nH]c(=O)n3Cc3ccccc3)n2Cc2ccccc2)cc1,3%,-2%[57.1 µM],4,0%,-3%,-1%,0.5,-26%
COc1cccc(CNC(=O)CN2CCC(c3nc4ccc(C)cc4[nH]3)CC2)c1,7%,-2%,-6,0%,-4%,-8%,-1.1,-7%

# (more compounds)
SMILES,EPAC1 ag,EPAC2 antag,PI5P4K alpha inh,Mm-Cpn inhibitor,WRN helicase inh,PLK1 PBD block,CCT chaperon mod,EPAC1 antag
CCOC(=O)c1c(C)c(C(=O)N2CCN(c3ccccc3)CC2)c(C)n1C,5%,-4%,2,-1%,4%,1%,-4.2,-11%
COc1cccc(Nc2nc3ccccc3nc2NS(=O)(=O)c2cccs2)c1,-5%,-9%,-2,-5%,-34%,?,0.3,-1%
CC(C)Cc1cc(C(=O)N2N=C(C(F)F)CC2(O)C(F)F)c2ccccc2n1 (configuration not stated),-6%,-8%,·,1%,1%,-5%,1.1,-10%
C=CCC[C@@H](Cc1ccc(F)cc1)C(=O)OCCNC(=O)[C@H](CC=C)CC(=O)NCCO,-7%,14%,-1,0%,1%,-2%,-1.4,5%
CSc1ccccc1NC(=O)C1CCCN(S(C)(=O)=O)C1 (configuration not stated),-3%,-3%,5,-3%,-2%,-11%,1.9,-10%
OC[C@@H]1CN(Cc2ccc(F)cc2)C[C@H](n2cnc3c(NCc4ccncc4)ncnc32)O1,-17%,0%,0,·,3%,-3%,-0.7,6%
CCc1ccc(-c2csc(NC(=O)Oc3ccccc3)n2)cc1,-1%,14%,5,-1%,-2%,?,3.4,-3%
CSCCC(C(=O)NCc1cccs1)N1C(=O)c2ccccc2C1=O (configuration not stated),-7%,15%,-10,1%,1%,-5%,0.6,2%
N=c1oc2ccccc2cc1C(=O)N/N=C/c1ccccc1,2%,3%,-16,-1%,-17%,-12%,1.9,-20%
COC(=O)c1ccc(COc2ccccc2[N+](=O)[O-])o1,-3%,-1%,2,3%,6%,1%,-1.1,-3%
Cc1cccc(N(C)C(=O)CCS(=O)(=O)c2cccc3nonc23)c1,-4%,9%,0,2%,2%,0%,-1.6,20%
Cc1cc(C)c2c(n1)sc1c(=O)n(CC(=O)c3ccccc3)cnc12,-3%,3%,3,0%,7%,2%,5.1,2%
CCC(=O)c1ccc(OCC(=O)Nc2nc(-c3cccnc3)cs2)cc1,10%,0%,-24,-1%,?,?,-3.9,-17%
COc1ccc(NC(=O)COC(=O)c2ccc3ccccc3n2)c(OC)c1,1%,15%,1,-7%,1%,6%,-2.3,15%
O=C(C1CCN(S(=O)(=O)N2CCOCC2)CC1)N1CCN(Cc2ccccc2)CC1,0%,-5%,2,-2%,0%,-7%,-7.7,-16%
CC(NC(=O)COC(=O)Cc1ccsc1)C1CC2CCC1C2 (configuration not stated),-6%,5%,·,0%,6%,-1%,-2.6,16%
Cc1c(C(=O)O)sc(=S)n1-c1ccccc1,6%,-7%,-1,-7%,-11%,-9%,1.4,-11%
O=C(CSc1nc2ccccc2s1)Nc1ccc2c(c1)oc1ccccc12,0%,0%,12,-4%,-6%,-12%,0.7,-12%
COc1ccc(C(=O)Nc2sc(C)c(-c3ccccc3)c2C#N)cc1OC,10%,-4%,1,-26%,-6%,?,-5.0,-16%
CC(NC(=O)C1CCCN(S(=O)(=O)c2cccc3nonc23)C1)c1ccccc1 (configuration not stated),2%,2%,·,-1%,-4%,-4%,-5.2,8%
Cc1noc(C)c1NC(=O)N(C)C[C@@H]1Oc2c(NC(=O)c3ccncc3)cccc2C(=O)N([C@H](C)CO)C[C@@H]1C,-5%,-1%,?,-1%,1%,-24%,0.6,-4%
CN(C)C(=O)c1cn(-c2ccc(Cl)cc2)c(=O)c2ccccc12,-10%,9%,-8,1%,13%,?,0.9,-1%
CCOc1ccc(-c2n[nH]c(C)c2Oc2ccc(OC)cc2)c(O)c1,25%,-17%,5,0%,-6%,-9%,-0.5,-15%
CCCn1nc(C(=O)NNC(=O)CSCC(=O)Nc2cc(C)on2)c2ccccc2c1=O,11%,0%,-6,0%,-7%,-5%,-0.7,3%
CC1(C)Cc2cccc(OCC(=O)Nc3ccccc3F)c2O1,-8%,?,0,0%,-4%,-4%,0.1,-8%
O=C(NC1CCCC1)c1cc(S(=O)(=O)N2CCOCC2)c(Cl)cc1Cl,-8%,22%,8,-2%,3%,-9%,-2.4,-2%
CC1CCCCN1CCCNc1ccc(C(CC(N)=O)NC(=O)c2ccccc2)cc1[N+](=O)[O-] (configuration not stated),-5%,7%,5,-3%,-5%,1%,-2.2,-2%
CCOC(=O)C1CCCN(Cc2ccccc2C)C1 (configuration not stated),2%,6%,·,0%,2%,-8%,0.4,-5%
COc1ccc(Cl)cc1NC(=O)C/C(C)=N/NC(=O)CCc1ccccc1,-1%,-5%,-7,2%,1%,-8%,-2.8,-11%
CCn1cc(C(=O)O)c(=O)c2cc(F)c(N3CCN(S(=O)(=O)c4ccc5c(c4)OCCO5)CC3)cc21,-3%,0%,-2,-2%,1%,3%,1.8,-3%
O=S(=O)(Nc1ncnc2c1oc1ccccc12)c1ccc(Cl)s1,-10%,-1%,1,1%,-34%,-1%,-3.3,-26%
COc1ccc(-c2oc3c4c2C(=O)OCCOC4CCC3)cc1 (configuration not stated),-17%,-10%,-1,·,9%,-1%,1.4,?
CCN(CC)Cc1c(C(=O)N/N=C(\C)c2ccncc2)nnn1-c1nonc1N,3%,4%,1,0%,16%,-20%,-1.3,-14%
CCC(C)[C@H](NC(=O)N1CC(=O)Nc2ccccc21)C(=O)N1CCC(C(=O)O)CC1 (some centres not stated),2%,8%,0,1%,2%,-6%,-1.3,-6%
CCC(C)(C)n1nnnc1C(c1cc2cc(C)cc(C)c2[nH]c1=O)N1CCN(Cc2ccc3c(c2)OCO3)CC1 (configuration not stated),-4%,-7%,22,2%,-8%,-14%,2.2,-15%
